RMI FANCM FP – RMI-FANCM interaction inhibition; Fluorescence polarization, RMI core complex with F-MM2 peptide; stronger effect = lower value; FP signal (polarization) at 33 µM; actives 0.58% (n = 70,000); in the data active means FP signal below about 40; further: inactives centre near 61; strong numbers were not always called active; unit not given here
Starred values were filed as active, the others as inactive; & = joins results of further samples. Not all compounds are listed (hit frequency here may not be typical).

compound	RMI FANCM FP
O=C(c1ccccc1I)N1CCN(c2ccc(N3CCOCC3)nn2)CC1	58
Cc1cc(C)nc(Sc2ccc(S(C)(=O)=O)cc2[N+](=O)[O-])n1	60
COc1ccc(-c2ccc(C)c(NC(=O)COc3ccccc3)c2)nn1	87
CCOc1cccc2sc(N(CCN(CC)CC)C(=O)c3ccc(S(=O)(=O)N(C)Cc4ccccc4)cc3)nc12	86
O=C(Nc1nnc(-c2ccc(Br)cc2)o1)c1cccc(Br)c1	65
O=C(NNC(=O)c1cccc(Cl)c1)c1cccnc1	52
O=C(NCC(c1ccsc1)N1CCCC1)Nc1ccc(Cl)cc1 (stereo not given)	68
Cc1nnsc1-c1nnc2n1N=C(c1ccc(C#N)cc1)CS2	53
O=C(NCCN1CCOCC1)C(=O)NCC(c1cccs1)N1CCc2ccccc2C1 (stereo not given)	54
CCOC(=O)c1sc(NC(=O)C2CCCCN2S(C)(=O)=O)nc1C (stereo not given)	65
O=C(O)C12CC3CC(CC(Br)(C3)C1)C2	65
O=C(Nc1nc(-c2csc(NC(=O)C3=COCCO3)n2)cs1)C1=COCCO1	67

More entries follow:
compound	RMI FANCM FP
COc1cccc(NC(=O)CSc2ncc(S(=O)(=O)c3cccc(C(F)(F)F)c3)c(=O)[nH]2)c1	62
CC(C)(C)C(=O)c1sc2sc(C(=O)C(C)(C)C)c(N)c2c1N	58
O=C(O)/C(=C\c1ccccc1)NC(=O)c1ccc(Cl)cc1Cl	63
O=c1[nH]c(=S)[nH]c2c1cnn2CCO	73
COc1ccc(-c2nsc(SCC(=O)Nc3nc4ccccc4s3)n2)cc1	75
CCOc1ccc(-c2nc(NC(=O)C3CCN(S(C)(=O)=O)CC3)sc2C)cc1	63
CCN1CCc2nc(N)oc2CC1	66
Cc1ccc2c(c1)NC(=O)c1cc(N)ccc1O2	68
CCOC(=O)N1CCN(/C=C2\Oc3c(ccc(O)c3C)C2=O)CC1	68
CCC(=O)Nc1ccc(SCC(=O)Nc2cc(C)on2)nn1	58
Cc1cc(NC(=O)C(=O)NCC(c2ccsc2)N2CCCC2)no1 (stereo not given)	56
COc1ccc(C)cc1NC(=O)Cc1csc(Nc2cccc(Cl)c2)n1	71

(further entries)
compound	RMI FANCM FP
Cc1cccc(CS(=O)(=O)Nc2ccc3c(c2)CN(C(=O)c2cccs2)CC3)c1	71
O=C(COc1ccc(Cl)cc1Cl)Nc1nnc2n1CCS2	56
C=CCn1c(SCCCC(=O)Nc2ccccc2C(F)(F)F)nc2sc(C)c(C)c2c1=O	56
CC1=C(C#N)C(c2ccco2)C(C#N)=C(C)N1	53
C/C(=N/Nc1nnc(Cc2ccccc2)c(=O)[nH]1)c1ccccc1O	60
COc1ccc(CC(=O)Nc2ccc3c(c2)C(=O)NCCO3)cc1	67
CCOc1ccc(S(=O)(=O)N2CCN(Cc3ccc4c(c3)OCO4)CC2)c(C)c1C	64
O=C(c1ccc(F)cc1F)N1CCCC(c2nnc(-c3cccs3)o2)C1 (stereo not given)	62
Cc1cccc(N2CCN(C(=O)Cc3cc(=O)[nH]c(SCc4ccccc4)n3)CC2)c1	65
O=c1oc2cc(OCC(O)CN3CCN(c4ccccc4F)CC3)ccc2c2c1CCC2 (stereo not given)	68
Cc1nc(-c2ccc(C(F)(F)F)cn2)nc(N2CCCCC2)c1Cl	55
O=C(/C=C/c1ccccc1)Nc1ccc(OC(F)F)cc1	63

(cont.)
compound	RMI FANCM FP
COCCn1c(=NC(=O)c2ccc(C#N)cc2)sc2cc(C)ccc21	82
O=S(=O)(NCCc1ccncc1)c1cc(C(F)(F)F)cc(C(F)(F)F)c1	44
O=C(O)c1ccc(N=Cc2sc(=S)n(-c3ccccc3)c2O)cc1	150
O=C(Nc1ncc(S(=O)(=O)c2ccc([N+](=O)[O-])cc2)s1)c1ccc(Cc2ccccc2)cc1	74
COC(=O)/C(=C\N(C)C)S/C(C#N)=C/N(C)C	59
NC(=O)c1c(NC(=O)CSc2ccc(Cl)cc2)sc2c1CCCCC2	99
Cc1cccc(NC(=O)CCS(=O)(=O)c2ccccc2)n1	59
COc1cccc2sc(N3CCN(c4nc5ccccc5s4)CC3)nc12	138
Cc1cc(C)nc(NS(=O)(=O)c2ccc(-n3cccc3)cc2)n1	54
CSC1=N/C(=C/c2cccnc2)C(=O)N1Cc1ccc(Cl)cc1	56
O=C(NCc1cccnc1)c1ccc2nccnc2c1	56
OC(COc1ccc(-c2csnn2)cc1)CN1CCN(C(c2ccccc2)c2ccccc2)CC1 (stereo not given)	61

The final 4 records of the section above are carried over, then new ones follow:
compound	RMI FANCM FP
Cc1cc(C)nc(NS(=O)(=O)c2ccc(-n3cccc3)cc2)n1	54
CSC1=N/C(=C/c2cccnc2)C(=O)N1Cc1ccc(Cl)cc1	56
O=C(NCc1cccnc1)c1ccc2nccnc2c1	56
OC(COc1ccc(-c2csnn2)cc1)CN1CCN(C(c2ccccc2)c2ccccc2)CC1 (stereo not given)	61
CC(C)C[C@H](N)CSSC[C@@H](N)CC(C)C	62
CCOc1ccc(-n2c(=O)[nH]c3c(C(N)=O)nc(C4CCCCC4)nc32)cc1	56
CCN1CCc2c(sc(NC(=O)CCSc3ccc(Cl)cc3)c2C(N)=O)C1	50
O/N=C\c1nn(-c2ccccc2)cc1Br	54
Cc1ccc(NC(=O)Cc2cc(=O)[nH]c(SCc3ccccc3)n2)cc1Cl	65
O=c1oc2ccc([N+](=O)[O-])cc2cc1-n1cccc1	48
C1CCN(CCC2CCCCN2)CC1 (stereo not given)	59
COc1ccccc1OCCSc1nc2c(C)cccc2[nH]1	59
O=C(NCC1CC(=O)N(c2ccc(F)cc2)C1)NC1CCCCC1 (stereo not given)	55
COC(OC)c1nc(SCC(=O)Nc2cccc(Cl)c2)ncc1C(=O)O	61
Cc1cc(C)cc(C(=O)NCCn2cc(SCC(=O)Nc3cc(C)on3)c3ccccc32)c1	62
CN1CCN(C(CNC(=O)C(=O)Nc2ccc(F)c(Cl)c2)c2ccsc2)CC1 (stereo not given)	59

Carrying on:
compound	RMI FANCM FP
COc1ccc2c(CC(=O)Nc3ccc(S(=O)(=O)Nc4ncccn4)cc3)cc(=O)oc2c1	65
CCc1cccc(NC(=O)Cn2nc3ccc(C(=O)Nc4ccc(C)cc4)cn3c2=O)c1	88
O=C(C1CCCO1)N(c1ccc(F)cc1)C1C=CS(=O)(=O)C1 (stereo not given)	60
O=C(Nc1nnc(SCc2ccccn2)s1)C1CC(=O)N(c2ccccc2)C1 (stereo not given)	56
CCCCc1ccc(NC(=O)CSc2n[nH]c(=O)c3cc(-c4ccco4)nn23)cc1	89
Cc1ccc2oc(=O)n(CCc3noc(-c4ccccc4)n3)c2c1	49
Cc1nn(-c2ccccc2)nc1CNS(=O)(=O)c1ccc(N2CCOCC2)nc1	60
OC(c1cc(C(F)(F)F)nc2c(C(F)(F)F)cccc12)C1CCCCN1 (stereo not given)	83&65
O=S(=O)(NCC1CCN(Cc2ccccc2)CC1)c1ccc(F)cc1	79
Cc1[nH]nc2c1C1(CCN(Cc3ccccc3)CC1)C(C#N)=C(N)O2	53
CCCCCCOc1ccc(C(=O)Nc2cnc3ccccc3c2)cc1	51
CCN1C(=O)c2cc(NC(=O)COC)ccc2Oc2ccccc21	69

Next part
compound	RMI FANCM FP
Cc1ccc(C)c(NC(=O)CSc2nc3c(c(=O)n2-c2ccc([N+](=O)[O-])cc2)SCC3)c1	56
CC(Sc1nc(-c2ccccc2)c(-c2ccccc2)[nH]1)C(=O)O (stereo not given)	57
Cc1cc2ccccn2c1C(=S)Nc1ccccc1	68
O=C(O)C1=C(C(=O)OCCCc2ccncc2)SCCS1	56
CC(C)CC(=O)NCCCn1nc(-c2ccc(F)cc2)ccc1=O	66
O=S(=O)(c1cccnc1)N1CCC(c2nnc(-c3ccc(F)cc3)o2)CC1	60
CCOC(=O)NC(=O)/C(C#N)=C/Nc1ccc(OC(F)(F)F)cc1	48
Cc1cccc(C(=O)N2CCCC(c3nnc(CC(C)(C)C)o3)C2)c1 (stereo not given)	60
O=C(CSc1nc2scc(-c3ccco3)c2c(=O)n1-c1ccccc1)Nc1nsc(-c2ccc(Cl)cc2)n1	77
CC(=O)N1CCc2cc(S(=O)(=O)N3CCC4(CC3)NC(=O)N(C)C4=O)ccc21	56
Cc1nnsc1C(=O)Oc1ccc([N+](=O)[O-])cc1	56
Cc1cc(NC(=O)C(=O)NCC(c2ccsc2)N(C)C)c2ccccc2n1 (stereo not given)	57

More structures follow.
compound	RMI FANCM FP
CC(C)=CC(=O)Nc1nc2ccc([N+](=O)[O-])cc2s1	61
O=C(c1ccc(Br)s1)N1CCN(c2nc3c(F)cccc3s2)CC1	53
Cc1csc2ncc(C(=O)Nc3cc(C(F)(F)F)ccc3Cl)c(=O)n12	66
O=C(c1ccc(Br)o1)C1C(=O)N(c2ccccc2)N=C1c1ccccc1 (stereo not given)	66
O=C(CSc1ncnc2scc(-c3ccccc3)c12)N1CCCCCC1	82
Cc1ccc([N+](=O)[O-])cc1NC(=O)C(=O)NCc1ccccc1Cl	60
COc1cc(NS(=O)(=O)c2ccc(C)cc2)c(OC)cc1Cl	61
CC(C)(C)c1ccc(OC/C(N)=N\O)cc1	59&57
Cc1ccc(C(=O)NCC(c2ccc3c(c2)CCCN3C)N2CCOCC2)cc1C (stereo not given)	51
COc1ccc2nc(-c3ccc(C)c(NC(=O)c4cccc(OC)c4OC)c3)cn2n1	72
O=C1c2ccccc2C(=O)c2cc(NC(=O)C3COc4ccccc4O3)ccc21 (stereo not given)	74
CS(=O)(=O)c1ccc(CC(=O)Nc2ccc([N+](=O)[O-])cc2)cc1	56

Continuation.
compound	RMI FANCM FP
Cc1nc(COc2cccc(Cl)c2)sc1-c1ccnn1C(=O)C1CC1	66
COc1ccc(-c2csc(-n3nc(C)cc3NC(=O)c3ccc(Br)o3)n2)cc1OC	65
COc1ccc(-c2cc(OCC(=O)Nc3cccc(F)c3)c3ccccc3n2)cc1	64
CCCn1nc(-c2cccs2)c2sc(N3CCCC3)nc2c1=O	66
O=C(CSc1nc2scc(-c3cccs3)c2c(=O)n1-c1ccccc1)N1CCOCC1	69
Cn1ncc(COC(=O)Nc2c(Cl)cccc2Cl)c1C(F)(F)F	53
Cn1nccc1C(=O)N=c1sc2ccccc2n1C	68
CCOC(=O)c1c(Sc2ccccc2)cnn1C(=O)c1ccc(C(F)(F)F)cc1	54
O=C(Cc1cccs1)NCCS(=O)(=O)N1CCc2ccccc2C1	57
Fc1ccc(N/N=C\c2sccc2Oc2ccccc2)c(F)c1	53
COC(=O)c1c(C)[nH]c(C)c1/C=C(\C#N)S(=O)(=O)c1ccc(C)cc1	61
CCOC(=O)Nc1nc(CC(=O)O)cs1	63

More records follow.
compound	RMI FANCM FP
O=C(CSc1ccc2ccccc2n1)N1CCC(c2noc3ccc(F)cc23)CC1	75
O=C(c1cc(Cl)ccc1[N+](=O)[O-])N(Cc1cccnc1)c1nc2c(F)cc(F)cc2s1	54
CC1(C)C2CC[C@]3(C)C(C(=O)C=C4[C@@H]5C[C@@](C)(C(=O)O)CC[C@]5(C)CC[C@]43C)[C@@]2(C)CC[C@@H]1O (stereo not given in full)	57
O=C(CSc1ncc(S(=O)(=O)c2cccc(C(F)(F)F)c2)c(=O)[nH]1)Nc1ccc(F)cc1	64
O=[N+]([O-])c1cc(C(F)(F)F)ccc1Oc1ccc(-c2ncon2)cc1	55
CCn1ccc(C(=O)Nc2nc(-c3ccc(Cl)s3)cs2)n1	66
O=C(Nc1nc(-c2ccc3c(c2)OCO3)cs1)C1CCN(S(=O)(=O)c2cccs2)CC1	56
Cc1csc(N2C(=O)C=CC2=O)c1C(=O)c1ccccc1	59
CC(=O)Nc1ccc(SCCCC(=O)NCc2ccccc2Cl)nn1	64
O=C(COc1cccc(C(F)(F)F)c1)NCCCn1nc(-c2ccco2)ccc1=O	66
O=S(=O)(c1ccc(NC(=S)NCc2ccco2)cc1)N1CCCCC1	55
COc1ccc2nc(-c3ccc(Cl)c(NC(=O)c4cccc(OC)c4OC)c3)cn2n1	122

The list goes on.
compound	RMI FANCM FP
O=C(Oc1ccc2oc3c(c2c1)CCCC3)c1cccs1	59
O=c1[nH]c(=O)n(C2CC(O)C(CO)O2)cc1F (stereo not given)	63
COC(=O)c1ccc(NC(=O)CS(=O)(=O)c2ccc(Cl)s2)cc1	69
CCc1nc2c(sc3cccc(F)c32)c(=O)n1CC(=O)Nc1ccc2c(c1)OCCO2	148
O=C(NCc1ccco1)C(=O)NCc1cccs1	52
Cc1ccc(CN2C(=O)CC(N3CCCCC3)C2=O)cc1 (stereo not given)	63
CCN1C(=O)C(C)(C)COc2ccc(NC(=O)OC)cc21	68
COc1ccc(C)c2sc(NCc3cccnc3)nc12	63
Nc1nc(Cl)cc(Nc2cccc(C(F)(F)F)c2)n1	64
CCOC(=S)Nc1ccc(OC(F)(F)F)cc1	53
CCc1cccc2sc(NC(=O)c3cccc(C(=O)Nc4nc5c(CC)cccc5s4)n3)nc12	60
CN1CCC[C@H]1c1cccnc1	58&61&73

A second format for part of the listing above.
CCc1nc2c(sc3cccc(F)c32)c(=O)n1CC(=O)Nc1ccc2c(c1)OCCO2
  RMI FANCM FP: 148
Nc1nc(Cl)cc(Nc2cccc(C(F)(F)F)c2)n1
  RMI FANCM FP: 64
CN1CCC[C@H]1c1cccnc1
  RMI FANCM FP: 58&61&73

Compound activity as filed in PubChem BioAssay.
